Diaph inh CS: inhibits diaphorase or chemically oxidizes, flagging diaphorase assay artifacts | diaphorase resazurin-to-resorufin fluorescence, NADH, 16 min; bacterial (C. kluyveri) enzyme, not human | 0.69% of 190,000 active | inhibition, % at 20 µM | AID 1217;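 active = primary screen inhibition at 20 µM above a set limit, cut at about 50% in these data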;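 also: plate controls were DMSO with full reaction for no effect and wells lacking NADH for full effect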
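System: Bacterial diaphorase enzyme (C. kluyveri) | Incubation: 16-min room-temperature incubation before reading | Benchmarks: No-NADH positive control and DMSO neutral control | Measured by: Resorufin fluorescence 544/590 nm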
G6PDH counter: L. mesenteroides G6PDH inhibition counter-screen. Purified L. mesenteroides G6PDH, diaphorase/resazurin coupled fluorescence, 45 min. inhibition, % at 5 µM. 0.12% of 200,000 active. AID 1020; in the data active = inhibition above about 50%
Efa HMGR inh: inhibitors of class II HMG-CoA reductase from Enterococcus faecalis. purified E. faecalis HMGR, NADPH absorbance 340 nm kinetic. inhibition, % at 10 µM. 0.41% of 190,000 active;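 active = inhibition above a set limit, the median over all tested compounds plus 3 SD, cut at about 9.5% in these data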;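 also: enzyme runs in reverse so mevalonate oxidation gives rising NADPH absorbance; 0% = complete reaction with DMSO and 100% = background rate lacking mevalonate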
PMI activator: activators of human phosphomannose isomerase. 0.005% of 190,000 active. purified human PMI, coupled resazurin fluorescence, 20 min; hits give high values; 1 = vehicle control, 0 substrate-free wells. activation factor at 20 µM;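 active = activation factor of 2 or more at 20 µM, relative to plate controls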
Target sequence (P34949 whole entry, looked up): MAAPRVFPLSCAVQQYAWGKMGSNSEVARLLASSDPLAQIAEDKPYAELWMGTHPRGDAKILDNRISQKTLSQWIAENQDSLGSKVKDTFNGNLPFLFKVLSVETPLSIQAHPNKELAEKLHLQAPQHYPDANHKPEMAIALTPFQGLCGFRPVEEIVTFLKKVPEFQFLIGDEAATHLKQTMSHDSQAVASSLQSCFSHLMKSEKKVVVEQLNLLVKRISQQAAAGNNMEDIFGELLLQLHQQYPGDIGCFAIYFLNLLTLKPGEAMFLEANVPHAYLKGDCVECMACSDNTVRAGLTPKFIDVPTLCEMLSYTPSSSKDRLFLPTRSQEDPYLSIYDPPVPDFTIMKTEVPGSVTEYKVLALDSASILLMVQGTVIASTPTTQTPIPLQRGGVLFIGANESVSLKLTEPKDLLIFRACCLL
Diaphorase act: activates diaphorase or chemically reduces, flagging diaphorase assay artifacts; Diaphorase/resazurin coupled assay, resorufin fluorescence, 16 min; hits give high values; 1 = vehicle wells, 0 = NADH-free wells; activation factor at 20 µM; 0.005% of 190,000 active; AID 1229;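 active = diaphorase activity raised at least twofold by the compound at 20 µM; inactive = activation factor below 2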
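Assay system: Purified diaphorase enzyme from Clostridium kluyveri | Amount: Enzyme 0.07 U/mL final | Dosing: Compound 20 µM once, DMSO 1% | Timing: 16 min reaction at room temperature | Detection: Fluorescence, excitation 544 nm and emission 590 nm | Evaluation: Higher resorufin formation from activation or reduction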
TNAP inh hiacc: blocks human TNAP under high phosphate acceptor concentration | inhibition, % at 20 µM | P05186 | purified TNAP, CDP-star luminescence, 1 M DEA | 0.03% of 200,000 active;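 active = over 50% inhibition of tissue-nonspecific alkaline phosphatase at 20 µM in the single-dose screen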;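 also: plate controls were DMSO wells for no effect and EDTA-quenched wells as full inhibition for full effect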
Target sequence (P05186 whole entry, looked up): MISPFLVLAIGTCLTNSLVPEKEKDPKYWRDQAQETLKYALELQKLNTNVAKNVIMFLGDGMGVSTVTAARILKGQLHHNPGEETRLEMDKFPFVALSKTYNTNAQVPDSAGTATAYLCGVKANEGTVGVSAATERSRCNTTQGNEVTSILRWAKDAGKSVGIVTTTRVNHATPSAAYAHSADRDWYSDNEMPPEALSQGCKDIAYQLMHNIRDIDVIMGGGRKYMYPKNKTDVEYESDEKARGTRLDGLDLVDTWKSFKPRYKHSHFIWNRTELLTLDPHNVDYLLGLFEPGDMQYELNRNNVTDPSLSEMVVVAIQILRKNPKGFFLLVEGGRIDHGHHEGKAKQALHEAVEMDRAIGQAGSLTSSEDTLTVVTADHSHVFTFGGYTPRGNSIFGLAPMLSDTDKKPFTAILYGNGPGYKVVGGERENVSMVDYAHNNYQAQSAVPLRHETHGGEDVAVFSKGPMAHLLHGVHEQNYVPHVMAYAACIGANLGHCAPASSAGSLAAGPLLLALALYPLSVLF
TNAP act hi DEA: activators of human TNAP at high phosphate acceptor concentration | 200,000 tested, under 10 active | P05186 | purified TNAP, CDP-star luminescence, 1 M DEA, 30 min; hits give high values; 0 = EDTA background, 1 = DMSO-only activity | activation factor at 20 µM;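 active = activation factor at least 2 at 20 µM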
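system = human TNAP | amount = enzyme diluted 1/800 final | reagent = 100 µM CDP-star substrate | signal = luminescent substrate turnover signal | dosing = one dose, 20 µM | benchmarks = EDTA negative control, DMSO positive control | measure = activation factor | timing = 30 min reaction, room temperature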
TNAP inh noacc: inhibitors of human TNAP without phosphate acceptor; 0.26% of 200,000 active; P05186; AID 1012; purified TNAP, CDP-star luminescence, 30 min; inhibition, % at 20 µM;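 active = tissue-nonspecific alkaline phosphatase inhibition above about 50% at 20 µM in the single-dose screen, limit read from the data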;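 also: 0% = DMSO negative control and 100% = EDTA positive control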
FLuc stim CS: firefly luciferase counter-screen for stimulation assays. AID 1027. P08659. 200,000 tested, under 10 active. activation factor at 10 µM. ATPlite luciferase biochemical, luminescence, 10 min; 0 = ATP-free wells, 1 = DMSO control;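 active = luciferase activation factor, scaled between plate controls, of at least 2 with compound at 10 µM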
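Material: luciferase plus luciferin reagent, cell-free. Medium: PBS buffer for ATP. Also added: ATP substrate, dispensed from a 10.24 µM working solution in PBS. Doses: test compounds dosed from 2 mM stocks in 100% DMSO. Incubation: 10 min post-reagent at room temperature. Technique: light output (luminescence). Read-out basis: luminescence gain marking luciferase activators.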
PMI act hi M6P: PMI (human) activation, high substrate. activation factor at 20 µM. coupled PMI enzyme assay, resazurin fluorescence, 20 min; hits give high values; 1 = untreated enzyme, 0 = substrate-free blank. AID 1216. 0.34% of 190,000 active. P34949;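 active = activation factor of 2 or more at 20 µM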
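Test system: Human PMI in coupled enzyme assay | Input: 15 ng/mL PMI | Medium: HEPES-buffered pH 7.4 with magnesium and detergent | Compound: One concentration, 20 µM, in 1% DMSO | Incubation: Enzyme reaction with compound 20 min at room temperature | Detection: Diaphorase-driven resazurin-to-resorufin fluorescence, excitation 544, emission 590 nm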
The depositor's hits bear a star; x = no result given. An unsorted share of the library (roughly 1.7% active in at least one column).

nr	canonical_smiles	G6PDH counter	TNAP inh noacc	TNAP inh hiacc	PMI act hi M6P	Diaphorase act	Diaph inh CS	TNAP act hi DEA	PMI activator	FLuc stim CS	Efa HMGR inh
1	COc1ccc(NC(=O)[C@@H]2[C@@H]3C(=O)N(C4CCCCC4)C(=O)[C@@H]3C3c4ccccc4C=CN32)cc1 (some centres not stated)	18	0	-1	1.1	0.8	21	1	1.4	1	1
2	COc1cccc(C2CC(c3cccc(Br)c3)n3nc(N)nc3N2)c1 (configuration not stated)	-3	-12	0	0.7	0.8	21	1	0.8	1	-6
3	CC(=O)c1sc(N/N=C\c2ccc(Br)cc2)nc1C	7	-19	23	1	0.9	8	0.8	1	1	4
4	CCOC(=O)c1c(C)[nH]c(C)c1C(=O)COC(=O)c1cc2ccccc2cc1OC	13	-11	2	0.8	0.7	26	1	0.8	1.1	0
5	Cc1ccc(OCCNC(=O)c2cccc(Oc3ccc(C(F)(F)F)cc3[N+](=O)[O-])c2)cc1	6	-7	-4	0.9	0.9	11	1	0.8	1	5
6	Cc1ccc(-c2csc(NC(=S)NC(=O)c3cccs3)n2)cc1	5	18	4	1.1	1	4	1	1.1	1.1	-1
7	CCCCCCOc1ccc(N2C(=O)CC(SC(=NCC)NCC)C2=O)cc1 (configuration not stated)	8	-13	-2	1.1	1	-1	1	1.1	1.1	2
8	O=S(=O)([N-]c1nc2ccccc2nc1-[n+]1ccccc1)c1ccc(F)cc1	3	-12	-4	1.1	0.9	5	1	1.1	1.1	2
9	Cc1nc(Oc2ccccc2)c2oc3ccccc3c2n1	-6	-7	-5	1	0.9	11	1	0.9	1.1	-1
10	CS(=O)(=O)NCC(c1cccnc1)N1CCN(c2ccc(F)cc2)CC1 (configuration not stated)	1	-8	0	1.1	0.9	8	1	1.1	1	-1
11	O=C(COC(=O)/C=C/c1ccc(Cl)cc1Cl)Nc1cc(C(F)(F)F)ccc1N1CCOCC1	5	-3	1	0.7	1	4	1	1	1	-1
12	COc1ccc(-c2cc(=O)[nH]c(NCc3ccccc3)n2)cc1	7	-11	-2	1	0.8	16	1	0.9	1	-8
13	Cc1ccc(C2=NN(C(=O)CCCC(=O)O)C(c3ccco3)C2)cc1 (configuration not stated)	0	-8	-4	0.9	1	-4	1	1	1	0
14	O=C(Nc1c2c(nc3ccccc13)CCCC2)c1ccccc1Cl	-16	-4	2	1	0.9	8	1	0.9	1	-7
15	N#C/C(=C\c1ccc(C(=O)O)cc1)c1ccccn1	2	-3	-4	1.1	1	0	1	1.2	1.1	-8
16	COc1ccccc1-c1cc(C(F)(F)F)nc(S(=O)(=O)CCCC(=O)Nc2cc(C)on2)n1	-2	-12	-7	0.9	0.8	18	1.1	1	1.1	-4
17	CCCCCCCCCCCCCCCC[n+]1cccc2ccccc21	12	9	4	1.1	1.6	-60	1	0.7	1	1
18	O=C(/C=C/c1ccccc1)N1CCC(Cc2ccccc2)CC1	-2	0	2	1	0.9	10	1	1	0.8	5
19	Cc1cc(C)nc(SCC(=O)Nc2cc(C)on2)n1	7	-12	-4	0.9	0.9	6	1	1	1	0
20	Cc1ccc(OCCCC(=O)Nc2ccc(S(=O)(=O)Nc3ccccn3)cc2)cc1	10	-1	0	0.9	0.7	29	1	0.8	1	-7
21	COc1ccc(Cc2cnc(N)s2)cc1	9	-9	-3	1	0.9	8	1	1	1	1
22	Cc1ccc(C2N3CC4([N+](=O)[O-])CN2CC([N+](=O)[O-])(C3)C4(C)C)cc1 (configuration not stated)	9	-10	3	1	1	0	1	1	1	0
23	COc1cccc(NC(=O)CN(C)C(C)C(=O)Nc2ccc(C#N)cc2)c1 (configuration not stated)	-2	-6	1	1	0.9	9	1	1	1	1
24	COc1ccc(NC(=O)C2CCCN(S(=O)(=O)c3cccs3)C2)cc1OC (configuration not stated)	1	-19	-3	1	0.8	21	1	0.9	1	-4

3 structures out of the list, arranged by heavy-atom count, rising.
nr	canonical_smiles	G6PDH counter	TNAP inh noacc	TNAP inh hiacc	PMI act hi M6P	Diaphorase act	Diaph inh CS	TNAP act hi DEA	PMI activator	FLuc stim CS	Efa HMGR inh
21	COc1ccc(Cc2cnc(N)s2)cc1	9	-9	-3	1	0.9	8	1	1	1	1
14	O=C(Nc1c2c(nc3ccccc13)CCCC2)c1ccccc1Cl	-16	-4	2	1	0.9	8	1	0.9	1	-7
17	CCCCCCCCCCCCCCCC[n+]1cccc2ccccc21	12	9	4	1.1	1.6	-60	1	0.7	1	1

Later entries
nr	canonical_smiles	G6PDH counter	TNAP inh noacc	TNAP inh hiacc	PMI act hi M6P	Diaphorase act	Diaph inh CS	TNAP act hi DEA	PMI activator	FLuc stim CS	Efa HMGR inh
25	Cc1cc2cc(C)c3nnc(SCc4ccccn4)n3c2cc1C	-21	1	2	0.9	0.7	34	1	0.8	1	-5
26	COc1ccc(S(=O)(=O)/N=C2/NC(=O)/C(=C/c3ccco3)S2)cc1	11	3	5	1	0.8	24	1	1.1	1.1	-2
27	CCCCN(C)C(=O)c1nc2ccccn2c1CN1CCN(c2ccccn2)CC1	14	-5	-2	0.9	0.8	16	1	0.9	1	4
28	Cc1ccc(-n2nnnc2SCC(=O)c2cc(C)n(-c3cc(C)on3)c2C)cc1	7	-6	-4	1.2	0.8	21	1	1	1.2	2
29	C/C(=N\Nc1ccc([N+](=O)[O-])cc1[N+](=O)[O-])c1cc2c(ccc3ccccc32)oc1=O	10	-2	-1	0.9	1.1	-7	1	1	1	0
30	NC(=O)CSc1nnc(-c2ccc(S(=O)(=O)N3CCOCC3)cc2)n1CC1CCCO1 (configuration not stated)	-2	-14	-6	0.9	0.8	25	1.1	0.9	1	-7
31	O=C(CSc1nnc(NC(=O)C2CCC2)s1)NC1CC1	-4	-13	-5	0.9	0.9	12	1	0.9	1.1	-1
32	Cc1ccc(C(=O)N/N=C/c2ccc(-c3ccccc3[N+](=O)[O-])o2)cn1	-12	-96	4	0.5	0.5	50	1	0.5	1	-2
33	Cc1csc(SCC(=O)NCc2ccccc2Cl)n1	7	-15	-5	1	0.9	12	1	1.1	1	-2
34	Cc1cc([N+](=O)[O-])nn1CCCC(=O)Nc1cc(Oc2ccccc2)cc([N+](=O)[O-])c1	-9	3	4	0.9	0.8	21	1	0.8	1	3
35	COc1ccc(N2CCN(C(=O)Cc3cccs3)CC2)cc1	0	-12	-6	1	0.8	20	1.1	0.9	1.1	-5
36	COc1ccccc1C(=O)N/C(=C\c1ccccc1)C(=O)NC(C)C(=O)O (configuration not stated)	-2	-3	-2	x	x	x	1	x	1	-3
37	CN(C)c1oc(-c2ccccc2)nc1C#N	2	-5	2	1	0.9	9	1	1.1	1	-4
38	O=C(COC(=O)C1=COCCO1)Nc1ccc2c(c1)OCO2	9	-7	-3	0.9	1	1	1	1	1	-11
39	O=C(Nc1cccc(Cl)c1)C1C2CCC3C(CCC21)C3(Cl)Cl (configuration not stated)	-1	-26	-8	0.9	0.8	21	1.1	0.9	1.1	-1
40	Cc1ccc(SC/C(O)=C(\C#N)c2nc3ccccc3s2)cc1	-10	-4	1	0.9	0.8	20	1	0.8	1	-8
41	Cc1ccccc1-n1c(SCC(=O)NCc2cccs2)nc2ccccc2c1=O	8	-11	-1	0.9	0.9	15	1	0.8	1	-2
42	COc1cc(-c2noc(C3CCCN(S(=O)(=O)c4cccc(Cl)c4)C3)n2)cc(OC)c1OC (configuration not stated)	3	-5	-7	0.9	0.8	23	1.1	0.9	1.1	3
43	Cc1cccc(-n2cc[nH]c2=S)c1C	-4	-9	-1	1.1	0.9	10	1	1.1	1	-7
44	COc1ccc(CNC(=O)CN(Cc2ccc(F)cc2)C(=O)c2csnn2)cc1	2	-8	-3	1	1	5	1	1	1	1
45	COc1ccc(OC)c(Nc2nc(-c3cccc([N+](=O)[O-])c3)nc3ccccc23)c1	12	-6	-4	0.8	0.9	13	1	0.9	1	-3
46	COc1ccc(N2CCN(C(=O)CCS(=O)(=O)c3ccc(OC)cc3)CC2)cc1	-1	-12	-4	0.9	0.9	10	1	1	1	0
47	O=C(O)/C(=C/c1ccco1)c1ccccc1	1	-7	1	1	1	0	1	1.1	1	-5
48	CC(C)(C)c1nnc(SCC(=O)c2ccccc2)n(N)c1=O	16	-11	-2	0.9	0.8	17	1	0.8	1	1
49	COC(=O)c1sccc1NC(=O)Cc1ccc(OC)c(OC)c1	8	-4	-3	1	1	4	1	1	1	-3
50	O=C(CCc1nc2ccccc2s1)N1CCN(c2ccccc2)CC1	0	-11	-4	1	0.9	6	1	1	1.1	-1
51	COC(=O)Cn1cnc2c(C#N)c3n(c2c1=O)CCCC3	20	-6	0	0.9	0.9	8	1	0.9	1	-8
